Bioassay records (PubChem)
PDI inh: inhibitors of human protein disulfide isomerase. 350,000 tested, 0.052% active. inhibition, % at 10 µM. PDI insulin aggregation turbidity, A650, 90 min. AID 588391;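 active = mean inhibition across replicates of 30% or more, whatever share of single replicates reach that level; inconclusive = mean inhibition below 30% while every single replicate reaches 30%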;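 also: absorbance from insulin aggregation driven by PDI reduction with DTT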
Target sequence (P07237 whole entry, looked up): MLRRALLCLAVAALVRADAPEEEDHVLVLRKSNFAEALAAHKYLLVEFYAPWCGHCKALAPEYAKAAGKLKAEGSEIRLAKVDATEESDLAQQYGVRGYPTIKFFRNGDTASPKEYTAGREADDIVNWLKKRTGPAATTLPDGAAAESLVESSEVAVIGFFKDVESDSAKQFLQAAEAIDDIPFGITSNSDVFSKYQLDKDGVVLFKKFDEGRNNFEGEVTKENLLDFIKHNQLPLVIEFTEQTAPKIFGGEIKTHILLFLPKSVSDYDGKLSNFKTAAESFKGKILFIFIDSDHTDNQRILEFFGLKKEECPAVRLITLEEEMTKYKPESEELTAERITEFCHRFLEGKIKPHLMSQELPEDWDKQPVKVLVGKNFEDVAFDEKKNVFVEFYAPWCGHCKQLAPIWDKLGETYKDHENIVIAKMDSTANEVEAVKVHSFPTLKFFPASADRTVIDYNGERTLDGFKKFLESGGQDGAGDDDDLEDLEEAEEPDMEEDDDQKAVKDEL
hiPSC survival: increases survival of single human iPS cells | AID 602274 | hiPSC single-cell survival, ATPlite luminescence; 100% = ROCK inhibitor wells, 0% = DMSO | survival enhancement, % at 20 µM | 360,000 tested, 0.044% active; in the data active = survival enhancement above about 18%;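 also: cells exposed to compounds for 16 hours before the ATP read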
CaV13 FRET inh: Primary screen for inhibitors of IQ motif and Ca2+-dependent inactivation inhibitor domain binding in CACNA1D, Förster resonance energy transfer in living cells, …; HEK cells, CFP/YFP FRET ICDI-IQ, plate reader, 10 min; percent FRET-ratio fall versus neutral wells; inhibition, % at 12.3 µM; 340,000 tested, 0.098% active;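 active = mean replicate inhibition of at least 30% and at least 1% of replicates passing that level; inconclusive = only one of the two criteria is met; inactive = neither criterion is met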;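 also: 0% = median of the neutral control wells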
Vif inh: blocks HIV Vif function; HEK293T cells, Vif self-association by quenched fluorescence, imaging, 24 h; inhibition, % at 7.49 µM; 340,000 tested, 0.35% active; in the data active = inhibition above about 50%, passing the limit was not always enough; inconclusive = no clear call, values can overlap the other calls; inactive = below about 31%; also: some results filed as inactive read as strong as hits
Glyco luc inh: N-linked glycosylation inhibition. D54 ERlucT glycosylation luciferase reporter, 24 h; percent of 100 nM tunicamycin response. reporter increase, % at 12.5 µM. 360,000 tested, 0.23% active. AID 588692;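 active = mean luciferase reporter signal, scaled so untreated is 0 and the glycosylation-blocking control 100, at or above a set limit in every replicate; inconclusive = mean reaches the limit but not every replicate does; inactive = mean below the limit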;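 also: luciferase carries N-glycosylation sites so blocking glycosylation raises the light; 0% = median of neutral control wells and 100% = median of 100 nM tunicamycin wells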
HTR2A ag: mouse HTR2A agonism via beta-arrestin recruitment; CHO-K1 mHTR2A beta-arrestin complementation, luminescence; percent of 30 µM serotonin response; activation, % at 7.6 µM; 360,000 tested, 0.66% active;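 active = activation above a run cutoff, the mean activation of all tested compounds plus 3 SD, cut at about 14% in these data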;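 also: 0% = plate median of compound wells and 100% = 30 µM serotonin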
Target sequence (P35363 whole entry, looked up): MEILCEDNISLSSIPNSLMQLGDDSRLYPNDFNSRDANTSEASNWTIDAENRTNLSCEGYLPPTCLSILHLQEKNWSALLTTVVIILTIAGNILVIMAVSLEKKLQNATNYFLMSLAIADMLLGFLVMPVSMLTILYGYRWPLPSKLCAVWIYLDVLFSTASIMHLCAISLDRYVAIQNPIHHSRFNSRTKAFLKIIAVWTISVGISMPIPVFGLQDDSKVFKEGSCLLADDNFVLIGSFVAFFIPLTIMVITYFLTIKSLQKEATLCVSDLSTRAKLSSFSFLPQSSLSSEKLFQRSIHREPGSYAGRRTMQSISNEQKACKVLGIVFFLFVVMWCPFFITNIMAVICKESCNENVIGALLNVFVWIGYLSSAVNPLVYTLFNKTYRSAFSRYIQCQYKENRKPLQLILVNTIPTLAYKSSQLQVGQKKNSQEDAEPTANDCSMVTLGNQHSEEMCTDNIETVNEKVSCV
H9c2 protect: modulators protecting cardiomyocytes from myocardial damage; H9c2 cardiomyocytes, H2O2 injury protection, ATPLite, 2 h; protection from H2O2 cell death, % at 20 µM; 360,000 tested, 0.63% active; AID 588492;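 active = compounds giving at least 50% protection of heart cells from peroxide-induced death in the single-dose screen, raw or plate-pattern-corrected value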;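 also: 0% = DMSO wells with peroxide and 100% = DMSO wells without peroxide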
ABCB6 inh 2: inhibitors of human ABC transporter ABCB6 | Q9NP58 | K562-ABCB6 porphyrin accumulation, flow cytometry, 1 h; hits give low values | fluorescence ratio to DMSO, % at 10 µM | 360,000 tested, 0.19% active | AID 602162;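 active = fluorescence ratio to DMSO below 75%, the collection mean minus 3 SD; inconclusive = too few cells collected in the well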;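 also: signal is porphyrin accumulated inside mitochondria; 100% equals median channel fluorescence of DMSO control wells; lower ratio means ABCB6 inhibition with less porphyrin fluorescence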
aDG glyco up: alpha-DG glycosylation activation. activation, % at 10 µM. AID 624168. Pro5-aDG cells, alpha-DG glycosylation AlphaScreen (IIH6); 0% Pro5, 100% B10-LARGE cell signal. 360,000 tested, 0.22% active;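 active = activation of at least 8% versus controls, or a plate z-score of at least 8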;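 also: Pro5 are CHO cells carrying HIG-tagged alpha-DG that lacks glycosylation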
Exocytosis inh: blocks lytic granule exocytosis. TALL-104 LAMP-1 surface exposure, flow cytometry; cells stimulated with thapsigargin and PMA. inhibition, % at 10 µM. 360,000 tested, 0.66% active. AID 651702;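 active = inhibition above about 55%, limit read from the data; inconclusive = no clear call, values can overlap the other calls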
Active calls of the source: *; ? = inconclusive; nt = no result given.

SMILES	PDI inh	hiPSC survival	CaV13 FRET inh	Vif inh	Glyco luc inh	HTR2A ag	H9c2 protect	ABCB6 inh 2	aDG glyco up	Exocytosis inh
CCOc1ccccc1-n1c(C)cc(C=O)c1C	1	-0.4	0	9	0	-5	13	96	-0.1	-2
CC(C)C[C@H](N)C(=O)N1CCC(C(=O)N[C@H](C(=O)NC(C)c2ccccc2)C(C)C)CC1 (some centres undefined)	nt	1.7	nt	-16	0	3	-4	103	0.3	0
CSc1ccc(NC(=O)NCCN2CCc3ccccc3C2)cc1	2	-3.0	-4	-19	0	0	-4	99	0.2	-4
Cc1ccc(C(=O)NCC(c2ccc(F)cc2)N2CCOCC2)cc1S(=O)(=O)N1CCOCC1 (centres undefined)	4	1.2	-5	-1	0	3	0	102	0.1	-7
O=C(Cc1ccc([N+](=O)[O-])cc1)Nc1ccc2c(c1)C(=O)NC2=O	4	-0.5	1	-7	2	-3	5	95	-0.1	-3
CC1CCCC(C)N1C(=O)COC(=O)CNC(=O)C12CC3CC(CC(C3)C1)C2 (centres undefined)	-5	0.0	nt	1	1	4	0	102	0.1	-2
O=C(Nc1ccc(S(=O)(=O)Nc2nccs2)cc1)c1c(F)c(F)c(F)c(F)c1F	-3	-0.5	-6	nt	1	0	-1	99	-0.2	14
CCOC(=O)C1=C(C)NC(=S)NC1c1cccs1 (centres undefined)	-19	-1.4	-5	6	3	2	13	98	-0.2	-8
Cc1ccc(Nc2ncnc3sccc23)c(C)c1	0	0.5	-3	-8	-5	4	-5	91	0.1	-4
CCOc1ccc(-c2nc(CN(Cc3ccccc3)C[C@@H]3CCC(=O)N3)c(C)o2)cc1	-5	-2.2	7	1	-2	1	13	100	1.1	3
CC(C)N(C(=O)[C@H]1C[C@H](CC(=O)NC(C)(C)C)C(=O)N2CCc3c([nH]c4cc(CCC(=O)N(C)C)ccc34)[C@]12C)C(C)C	11	-0.8	-3	nt	2	6	13	97	-0.1	-9
COCCOc1cc(NC(=O)c2ccccc2)c(Cl)cc1Cl	8	2.7	-2	1	0	-4	-3	101	0.4	0
O=C1Cc2cc(S(=O)(=O)N3CCCCC3)ccc2N1	nt	4.2	19	-2	2	-6	0	99	0.4	2
C[C@H](NC(=O)N1CCn2c1nc1ccccc12)C(=O)N1CCCCC1	-8	-0.2	-1	-2	3	7	4	99	-0.1	-4
CCOC(=O)c1cc(NC(=O)c2cnccn2)cc(C(=O)OCC)c1	-4	0.7	nt	5	0	1	6	93	-0.2	5
Cc1ccc(NC(=O)c2cc(=O)n(Cc3ccccc3)c(=O)[nH]2)cc1C	-1	1.3	8	-3	1	1	-7	95	0.3	-4
CC1CCN(CCCNS(=O)(=O)c2ccc3c(c2)CCN3C(=O)C2CC2)CC1	-1	-0.5	-2	-3	-4	-2	-4	99	0.6	-1
Cc1c(CCO)c(=O)n(-c2ccccc2)n1S(=O)(=O)c1c(Cl)cc(Cl)cc1Cl	-7	-1.8	-4	-1	2	5	13	91	-0.2	0
CC(=O)c1sc(NC(=O)c2cc(=O)c3ccccc3o2)nc1C	0	-0.4	-4	8	-6	-1	-22	94	-0.3	0
Cc1ccc(C(=O)NCC(=O)NC2CC2)cc1	6	-1.4	-2	11	2	-5	11	98	-0.3	0
Cn1c(=O)n(CC(=O)Nc2ccccc2)c2ccccc21	-6	-2.0	-5	0	-1	-2	2	92	-0.2	-2
Cc1cccc(N2CCN(C(=O)c3ccc4nc(-c5ccco5)c(-c5ccco5)nc4c3)CC2C)c1 (centres undefined)	-3	-0.9	-4	-1	-1	4	24	93	-0.3	2
O=C1CS/C(=N\C(=O)N2c3ccccc3Sc3ccccc32)N1	0	1.5	-4	9	2	-1	-4	89	-0.3	-2
CC(C)CNc1ncnc2c1ncn2[C@H]1CN(Cc2ccc(C(=O)O)cc2)C[C@@H](CO)O1	-7	-2.2	-11	1	2	9	2	97	0.2	-5
CC[C@H]1c2[nH]c3ccc(C(C)C)cc3c2[C@@H]2CCN3C(=O)CCC[C@H]1[C@H]23	-2	-0.9	-11	-9	0	4	-2	98	0.5	3
(listing goes on)
SMILES	PDI inh	hiPSC survival	CaV13 FRET inh	Vif inh	Glyco luc inh	HTR2A ag	H9c2 protect	ABCB6 inh 2	aDG glyco up	Exocytosis inh
Cc1cc(Nc2cccc(Cl)c2)n2ncnc2n1	nt	-0.9	-4	4	0	-1	3	100	0.0	-2
CCCCCC(=O)N1C[C@@H](O)[C@H](n2cc(C3CC3)nn2)C[C@@H]1c1ccc(OC)cc1	0	0.1	-2	nt	0	3	2	98	0.2	-3
Cc1ccc(S(=O)(=O)Nc2ccc(N3CCN(C)CC3)nc2)cc1	-4	0.4	-14	30	-1	-3	6	102	0.1	5
CCCCN1CC(COCc2ccccc2)Oc2cccc(Oc3ccc(C(C)C)cc3)c2S1(=O)=O (centres undefined)	0	-2.6	-3	nt	-5	-2	-30	94	-0.1	-1
O=C(N[C@H]1C/C=C\C(c2cccc(F)c2)N(Cc2ccccc2)C(=O)C1)OCC1c2ccccc2-c2ccccc21 (some centres undefined)	1	-2.1	-6	1	-10	-3	4	102	-0.1	2
COc1ccc(/C=C/C(=O)Nn2cnnc2)cc1	-2	1.6	-4	-1	5	3	-6	85	-0.1	8
O=c1[nH]nc(Cc2ccc(-c3ccc(Cl)cc3)o2)c2ccccc12	-9	-2.2	-5	-8	2	-3	-12	98	1.6	1
N#CC(Cc1ccccc1)(Cc1ccccc1)C(=O)NN	23	0.3	-5	3	1	0	6	97	0.0	-4
CCOc1cc(C2C(C#N)=C(N)Oc3n[nH]c(CC)c32)ccc1OCCN1CCOCC1 (centres undefined)	-17	-1.0	nt	-3	2	-3	11	92	0.0	-1
O=C(CC(CC(=O)c1ccc(Br)cc1)c1cccnc1)c1ccc(Br)cc1	4	-0.7	-19	20	-2	-5	-6	95	0.4	0
CN(C)c1ccc(C(=O)Nc2ccc(O)c3c(=O)cc(-c4ccccc4Cl)oc23)cc1	-4	1.4	-7	11	-2	-2	23	95	0.1	7
O=C(CCNC(=O)c1ccco1)Nc1cccc(C(F)(F)F)c1	-2	0.0	-3	2	0	2	2	171	-0.1	10
COc1ccc(-c2[nH]ncc2-c2nc(C)cs2)c(O)c1	-1	0.4	-1	-4	-2	1	3	102	0.0	0
CC1CCN(C(=O)Cn2cc3c(n2)CCCC3)CC1	nt	-0.4	12	-3	1	-2	3	102	0.2	8
Cc1nc(C(F)(F)F)ccc1C(=O)N1CCC1(C)C(=O)NCc1ccc(Cl)cc1 (centres undefined)	4	-1.2	-3	8	2	-5	7	96	-0.2	-5
O=C(COC(=O)C1(c2ccc(F)cc2)CCCC1)N1CCNC1=O	12	0.5	-2	20	-1	2	-1	97	-0.1	-5
COc1ccc(-c2nc(-c3cccs3)no2)cc1	0	-0.9	-16	-3	-18	-3	-30	101	0.2	-2
C=CCNC(=S)Nc1cc(C)ccn1	-5	1.5	-3	6	0	0	2	98	0.4	5
COc1ccc(S(=O)(=O)NCC(c2cccnc2)N2CCN(c3ccc(F)cc3)CC2)cc1C (centres undefined)	0	7.6	nt	-8	-2	-6	-13	102	-0.3	-1
Cc1cc(NC(=O)c2ccoc2C)no1	0	4.5	-5	9	1	-3	2	98	-0.3	-1
C/C(=N\NC(=O)c1nnn(-c2nonc2N)c1-c1ccc2c(c1)OCO2)c1cccs1	9	0.4	-13	-6	5	-2	14	98	-0.2	10
CCOC(=O)C1CCN(S(=O)(=O)c2c(C)n(C)c(=O)n(C)c2=O)CC1	nt	-1.1	-7	-4	2	21*	10	99	-0.1	2
Cc1nc(CNS(=O)(=O)c2cccnc2)cs1	7	0.8	nt	-2	1	1	-1	95	0.0	4
CCC1CCCCN1C(=O)CCS(=O)(=O)c1ccccc1 (centres undefined)	0	0.0	-6	7	-3	-3	2	99	-0.1	3
CC1CN(C2=NC(=O)/C(=C/c3ccncc3)S2)CC(C)O1 (centres undefined)	-9	-0.4	-4	?	1	-2	-2	102	0.0	-3
(continued)
SMILES	PDI inh	hiPSC survival	CaV13 FRET inh	Vif inh	Glyco luc inh	HTR2A ag	H9c2 protect	ABCB6 inh 2	aDG glyco up	Exocytosis inh
C/C(=N\NC(=O)c1ccc(N/N=C(\C)c2ccncc2)cc1)c1ccncc1	0	1.5	3	6	-6	-2	37	99	0.2	-5
COc1ccccc1CCNC(=O)c1ccccc1SCC(=O)N1CCCC1	11	0.4	-2	-1	0	4	6	97	0.4	16
COc1cc2c(cc1OC)C(c1ccccc1)N(C(=O)c1ccccc1F)CC2 (centres undefined)	-2	-0.9	-3	0	37*	-4	-1	100	0.0	7
CCn1c(CNC(=O)c2ccc(OC)c(OC)c2)nnc1SCC(=O)c1ccc(OC)cc1	12	-1.5	-7	6	0	1	-2	95	0.0	1
CN(C)CCNc1nc(-c2ccco2)c2c(c1C#N)CC(C)(C)OC2	2	13	-3	-6	0	-1	8	98	0.2	0
Cc1ccc(Nc2ccc(NCc3ccccc3)nn2)cc1C	3	-2.0	-2	-1	-4	-5	-10	92	0.4	1
CC1C(=O)N2CCCc3cc(NC(=O)C(=O)NCCc4ccc(F)cc4)cc1c32 (centres undefined)	1	-0.2	-6	0	4	-1	15	97	0.1	8
COc1ccc([C@H]2CC(=O)C=C(c3ccc(Cl)c(F)c3)C2)cc1	5	0.7	-10	-16	-3	1	-7	89	0.1	-14
CCOC(=O)C1=C(c2ccccc2)Nc2ncnn2C1c1cccc(O)c1 (centres undefined)	4	0.0	-6	5	7	5	-8	96	-0.1	0
CCOC(=O)C1=C(C)C(c2ccccc2O)NC(=O)N1 (centres undefined)	-4	-2.8	-6	-3	3	3	0	101	0.0	-2
CCN(CC)CCNC(C(=O)Nc1ccc([N+](=O)[O-])cc1Br)c1ccccc1 (centres undefined)	1	-0.2	-4	5	-3	-3	3	97	-0.2	1
CCCCOC(=O)C1=C(C)NC2(O)c3ccccc3C(=O)C12O (centres undefined)	6	-3.0	nt	nt	3	0	1	107	0.0	-2
COc1ccc([C@H]2CC(=O)C=C(c3ccc4[nH]ccc4c3)C2)cc1OC	18	0.6	-15	-10	6	0	-5	99	0.1	5
O=C(CCC1CCCC1)N1CCN(S(=O)(=O)Cc2ccccc2)CC1	-3	-1.3	-3	-10	0	1	-4	86	0.2	0
O=C(Nc1ccc(Cc2ccncc2)cc1)c1ccco1	0	-1.9	-9	-7	-1	-2	-7	99	0.8	-2
CC(=O)Nc1ccc(NC(=O)CSc2nc3c([nH]c4ccccc43)c(=O)n2-c2ccccc2F)cc1	3	-0.4	-9	-3	1	-4	6	90	-0.2	0
Cc1cc2n(n1)C(c1sccc1C)Nc1c(C)cccc1-2 (centres undefined)	-7	-0.1	-5	-2	3	5	-7	94	0.0	4
O=C(NN1C(=O)/C(=C/c2cccnc2)SC1=S)C(c1ccccc1)c1ccccc1	4	2.8	-8	8	1	6	22	94	-0.3	-4

Compounds shown so far containing a CF3 group:
SMILES	PDI inh	hiPSC survival	CaV13 FRET inh	Vif inh	Glyco luc inh	HTR2A ag	H9c2 protect	ABCB6 inh 2	aDG glyco up	Exocytosis inh
O=C(CCNC(=O)c1ccco1)Nc1cccc(C(F)(F)F)c1	-2	0.0	-3	2	0	2	2	171	-0.1	10
Cc1nc(C(F)(F)F)ccc1C(=O)N1CCC1(C)C(=O)NCc1ccc(Cl)cc1 (centres undefined)	4	-1.2	-3	8	2	-5	7	96	-0.2	-5
